High-throughput results as filed in PubChem.
IL2 activator = activators of IL-2; IL-2 activation reporter assay, cell-based qHTS; stimulated with anti-CD3/CD4/CD28 beads; in transgenic mouse T cells; activation, % (series mostly up to about 46 µM); hit rate 0.065% among 360,000; in the data active means activation above about 50%; inconclusive means mostly about 30% to 49%; further: 0% is about no effect
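Unstimulated transgenic mouse T cells, 750 per well, received compound and, after 60 minutes, anti-CD3/anti-CD4 bead plus anti-CD28 stimulation. EGFP and DsRed were quantified after 18 hours.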
EPAC1 ag = activates human EPAC1 exchange factor; hit rate 0.073% among 360,000; EPAC1 agonist qHTS, biochemical assay; response scale: 100% = response to 6.5 mM cAMP; Potency, µM (series often up to 154 µM), inactives show at the top dose activation, actives largely listed as activators; further: potency means the concentration at half of the fitted maximal effect; nearly all actives have a fitted effect of over 60% in size
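Fluorescent GDP-exchange assay: 100 nM EPAC1 with 250 nM Rap1B preloaded with BODIPY-GDP and 50 uM GDP; compounds tested as concentration series, 5 min at room temperature, then read every 5 min for 30 min (ex 480/em 540 nm); normalized to 6.5 mM cAMP.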
PLK1 PBD inh = inhibitors of human PLK1 polo-box domain binding | hit rate 2.8% among 360,000 | Potency, µM, inactives show max response, negative = inhibition, actives largely listed as inhibitors | P53350 | Plk1 PBD binding of FITC phosphopeptide, fluorescence polarization; further: potency means the concentration at half of the fitted maximal effect; series mostly up to about 57 µM; on the % scale 0 is the no-effect control and ±100 the full control effect; nearly all actives have a fitted effect of over 65% in size
Target sequence (P53350 whole entry, looked up, the tested form may be a part): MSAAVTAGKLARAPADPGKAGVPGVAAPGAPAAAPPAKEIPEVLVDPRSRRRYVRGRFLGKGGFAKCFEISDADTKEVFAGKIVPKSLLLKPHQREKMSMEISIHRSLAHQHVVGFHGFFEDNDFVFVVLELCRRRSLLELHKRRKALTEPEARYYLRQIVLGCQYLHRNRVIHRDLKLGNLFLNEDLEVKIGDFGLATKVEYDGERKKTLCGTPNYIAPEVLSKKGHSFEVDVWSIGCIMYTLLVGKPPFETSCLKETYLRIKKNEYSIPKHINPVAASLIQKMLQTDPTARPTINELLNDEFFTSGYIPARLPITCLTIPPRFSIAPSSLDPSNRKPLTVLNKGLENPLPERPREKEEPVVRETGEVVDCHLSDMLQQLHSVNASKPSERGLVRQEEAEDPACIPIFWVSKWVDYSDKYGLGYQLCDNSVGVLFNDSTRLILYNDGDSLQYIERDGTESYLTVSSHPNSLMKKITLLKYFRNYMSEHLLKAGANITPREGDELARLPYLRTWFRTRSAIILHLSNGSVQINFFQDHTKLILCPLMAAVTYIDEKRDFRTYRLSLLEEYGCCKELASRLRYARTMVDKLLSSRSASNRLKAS
PTHR1 ag = PTHR1 (human) receptor agonism; Q03431; hit rate 0.075% among 410,000; HEK293 GP2 PTHR1 cells, GloSensor cAMP luminescence, 1 h; Potency, µM (doses to about 115 µM), inactives show at the highest dose activation, usual class: activators; further: potency means the concentration at half of the fitted maximal effect; nearly all actives have a fitted effect of over 55% in size; some results filed as inactive show a strong effect at the top dose; inactives centre near -15; many of its hits are not listed in these tables
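HEK-293-derived GP2 cells expressing PTHR1 and a GloSensor cAMP reporter, 3,000/well, plated overnight, given luciferin plus IBMX (each 0.5 mM as added) for 1 h at 37 °C, then compound for 1 h at 37 °C. Luminescence was read after 15 min at room temperature.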
HEK293 tox = cytotoxic in the GLP-1 receptor inverse agonist counter-screen | HEK293 cAMP-luciferase reporter cells, luminescence, 24 h | Potency, µM (titrated, usually from 38.3 µM), for inactives: top-dose activity change, negative = inhibition, hits mostly inhibitors | hit rate 0.13% among 410,000 | AID 624418;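 further: loss of luciferase light is scored as toxicity; potency means the concentration at half of the fitted maximal effect; on the % scale 0 is the no-effect control and ±100 the full control effect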
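MLSMR compounds, 24 hr on cells at 37 deg C/5% CO2; luminescence after luciferase reagent (12 min RT). Inhibition counted as the undesired cytotoxic outcome.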
GLP-1R agonist = agonists of human GLP-1 receptor. P43220. HEK293 GLP-1R CRE-luciferase, luminescence, 4-6 h; cells express a hypersensitive GLP-1R form. Potency, µM (doses to about 45.6 µM), for inactives: at the highest dose activation, most hits filed as activators. hit rate 0.007% among 380,000. AID 624172; further: potency means the concentration at half of the fitted maximal effect; % of control where 0% means no effect
Target sequence (P43220 whole entry, looked up): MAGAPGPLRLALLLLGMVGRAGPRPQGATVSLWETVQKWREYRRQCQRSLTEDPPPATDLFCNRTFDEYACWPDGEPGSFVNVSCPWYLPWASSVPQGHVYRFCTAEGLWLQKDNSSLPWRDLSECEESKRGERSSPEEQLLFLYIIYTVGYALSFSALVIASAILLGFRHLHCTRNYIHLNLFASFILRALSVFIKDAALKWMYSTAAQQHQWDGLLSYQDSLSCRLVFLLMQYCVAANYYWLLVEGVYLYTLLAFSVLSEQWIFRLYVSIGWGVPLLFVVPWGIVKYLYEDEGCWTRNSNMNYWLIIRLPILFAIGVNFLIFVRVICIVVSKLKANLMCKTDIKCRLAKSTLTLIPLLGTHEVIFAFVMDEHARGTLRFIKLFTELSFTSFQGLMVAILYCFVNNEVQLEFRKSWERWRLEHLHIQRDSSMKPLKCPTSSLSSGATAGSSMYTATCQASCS
PI5P4Ka inh = blocks human PI5P4K alpha kinase activity; P48426; max response, %; hit rate 1.2% among 330,000; PI5P4Kalpha enzyme, ADP-Glo luminescence, 60 min; stronger effect = lower value; active means max response of -50% or lower; inconclusive means between -30% and -50%; inactive means -30% or higher; further: value at the top dose of about 77 µM; on the % scale 0 is the no-effect control and ±100 the full control effect
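Enzyme plus substrate dispensed, test compounds pinned in, then ATP (5 microM final) added. After 60 min at RT, ADP-Glo reagent 1 for 45 min and reagent 2 for 30 min preceded luminescence imaging.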
GLP1R inv ag = inverse agonists of human GLP-1 receptor; P43220; HEK293 GLP-1R CRE-luciferase, luminescence, 24 h; GLP-1R form is constitutively active; Potency, µM (top dose mostly 38.3 µM), inactives show at the top dose activity change, negative = inhibition, usual class: inhibitors; hit rate 1.6% among 410,000; AID 624417; further: potency means the concentration at half of the fitted maximal effect; on the % scale 0 is the no-effect control and ±100 the full control effect; nearly all actives have a fitted effect of over 55% in size
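Inverse agonism was detected as reduced cAMP-driven luciferase luminescence after 24 h compound treatment. The cells were HEK293 clones expressing constitutively active human GLP-1R with the reporter. Reporter-only and GPR119 cell lines served as counterscreen controls.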
EPAC1 antag = EPAC1 (human) antagonism; EPAC1 GEF assay, Rap1b-BODIPY-GDP exchange fluorescence; Potency, µM (top dose mostly 115 µM), for the others: at the highest dose activity change, negative = inhibition, most hits filed as inhibitors; hit rate 0.14% among 360,000; AID 720709;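 further: potency means the concentration at half of the fitted maximal effect; plate controls were vehicle for no effect and positive control for full effect; nearly all actives have a fitted effect of over 50% in size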
Numbers without * were called inactive; & = joins results of further samples; [ ] = another dose, or the depositor's remark. Unless noted, the call rests on the fitted dose curve; in most records, active means well fitted curve in the direction sought with a large enough effect; inconclusive means small, poorly fitted or top-dose-only effect, or another doubt; inactive means no such curve, though single readings can be large; an effect the other way counts as inactive or inconclusive.

Screening COc1cccc(-n2c(=O)[nH]cc(C(=O)Nc3ccc(NC(C)=O)cc3)c2=O)c1 returned IL2 activator 0.7, EPAC1 ag 4%, PLK1 PBD inh -10%, PTHR1 ag inactive, HEK293 tox 7%, GLP-1R agonist -2%, PI5P4Ka inh 1, GLP1R inv ag 12% and EPAC1 antag 3%.
Screening O=C(/C=C/c1ccc(-c2ccccc2[N+](=O)[O-])o1)c1ccc(Br)cc1 returned IL2 activator 1.6, EPAC1 ag 10%, PLK1 PBD inh -14%, PTHR1 ag 13%, HEK293 tox 11%, GLP-1R agonist -2%, GLP1R inv ag -13% and EPAC1 antag 0%.
Screening CCCN(C(=O)c1cc2c(=O)n(CC)c3ccccc3c2s1)c1ccccc1F returned PTHR1 ag inactive, HEK293 tox 1%, GLP-1R agonist -1% and GLP1R inv ag -26%.
Cc1ccccc1NC(=O)c1cn(-c2ccccc2)nc1-c1ccccc1 was read as IL2 activator 1.6, EPAC1 ag 6%, PLK1 PBD inh -28%, PTHR1 ag -33%&-12%[inhibitor], HEK293 tox 0%&4%, GLP-1R agonist 5%, PI5P4Ka inh -3, GLP1R inv ag 10µM* and EPAC1 antag -22%.
For Cc1cc2c3c(c1C)C1(C(=O)N3C(C)(C)CC2C)C(C#N)=C(N)OC2=C1C(=O)CC(C)(C)C2 (stereo not given) the results were IL2 activator -0.4, EPAC1 ag 4%, PLK1 PBD inh 0%, PTHR1 ag inactive, HEK293 tox 0%, GLP-1R agonist 0%, GLP1R inv ag 2% and EPAC1 antag -2%.
NC(=O)c1cc[n+](Cc2ccccc2Cl)cc1 was read as IL2 activator -5.2, EPAC1 ag 7%, PLK1 PBD inh -7%, PTHR1 ag inactive, HEK293 tox -14%, GLP-1R agonist -6%, PI5P4Ka inh 3, GLP1R inv ag 13% and EPAC1 antag -4%.
For CC(NC(=O)c1ccc(CS(=O)(=O)c2ccc(Cl)cc2)o1)c1ccc2c(c1)OCCO2 (stereo not given) the results were IL2 activator -0.5, EPAC1 ag 3%, PLK1 PBD inh -2%, PTHR1 ag -43%[inhibitor], HEK293 tox -20%, GLP-1R agonist -1%, PI5P4Ka inh 9, GLP1R inv ag inconclusive and EPAC1 antag -8%.
Screening O=C(Nc1nc2c(s1)COc1ccccc1-2)c1cccs1 returned IL2 activator -3.5, EPAC1 ag 10%, PLK1 PBD inh -23%, PTHR1 ag -38%[inhibitor], HEK293 tox 7%, GLP-1R agonist -6%, PI5P4Ka inh -11, GLP1R inv ag -12% and EPAC1 antag -9%.
For O=C(OCC#CCSc1nc2ccccc2s1)c1ccco1 the results were IL2 activator -0.6, EPAC1 ag 17%, PLK1 PBD inh -14%, PTHR1 ag -2%, HEK293 tox 3%, GLP-1R agonist 18%, GLP1R inv ag 0% and EPAC1 antag -2%.
Screening COc1ccc(C(C(=O)Nc2ccc(C(C)C)cc2)N(C)C(=O)CNC(C)=O)cc1 (stereo not given) returned IL2 activator -0.6, EPAC1 ag 14%, PLK1 PBD inh -12%, PTHR1 ag -3%, HEK293 tox -12%, GLP-1R agonist -4%, GLP1R inv ag 0% and EPAC1 antag 3%.
Screening O=C(CCN1C(=O)c2ccccc2C1=O)Nc1cccnc1 returned IL2 activator -1.9, EPAC1 ag 6%, PLK1 PBD inh 2%, PTHR1 ag inactive, HEK293 tox 6%, GLP-1R agonist -10%, GLP1R inv ag 2% and EPAC1 antag 9%.
For COC(=O)c1cnc(SCc2ccc(Cl)cc2)n1C the results were IL2 activator -0.4, EPAC1 ag -4%, PLK1 PBD inh -12%, PTHR1 ag -93%[inhibitor], HEK293 tox -1%[7.66 µM], GLP-1R agonist 7%, PI5P4Ka inh 1, GLP1R inv ag 1%[7.66 µM] and EPAC1 antag -10%.
For Cc1c(NC2(C#N)CCCC2)c(=O)n(-c2ccccc2)n1C the results were IL2 activator 1.3, EPAC1 ag 2%, PLK1 PBD inh 1%, PTHR1 ag inactive, HEK293 tox 4%, GLP-1R agonist 1%, PI5P4Ka inh -2, GLP1R inv ag 0% and EPAC1 antag -13%.
Screening Cc1cc(-c2ccccc2N)n[nH]1 returned IL2 activator 0.0, EPAC1 ag -1%, PLK1 PBD inh -2%, PTHR1 ag inactive, HEK293 tox 9%, GLP-1R agonist 23%, PI5P4Ka inh 2, GLP1R inv ag -24% and EPAC1 antag -3%.
COc1cc(S(=O)(=O)N2CCN(C(=O)c3ccco3)CC2)ccc1Cl was read as IL2 activator 1.6, EPAC1 ag 12%, PLK1 PBD inh -17%, PTHR1 ag -12%, HEK293 tox -3%, GLP-1R agonist 15%, PI5P4Ka inh 1, GLP1R inv ag 11% and EPAC1 antag 9%.

2 entries drawn at random from the list so far:
Screening O=C(/C=C/c1ccc(-c2ccccc2[N+](=O)[O-])o1)c1ccc(Br)cc1 returned IL2 activator 1.6, EPAC1 ag 10%, PLK1 PBD inh -14%, PTHR1 ag 13%, HEK293 tox 11%, GLP-1R agonist -2%, GLP1R inv ag -13% and EPAC1 antag 0%.
For Cc1c(NC2(C#N)CCCC2)c(=O)n(-c2ccccc2)n1C the results were IL2 activator 1.3, EPAC1 ag 2%, PLK1 PBD inh 1%, PTHR1 ag inactive, HEK293 tox 4%, GLP-1R agonist 1%, PI5P4Ka inh -2, GLP1R inv ag 0% and EPAC1 antag -13%.

(more compounds)
COc1ccc(CNCCCn2cnc3c(SC)ncnc32)cc1 was read as IL2 activator 4.0, EPAC1 ag 7%, PLK1 PBD inh -8%, PTHR1 ag -15%, HEK293 tox 15%, GLP-1R agonist -1%, PI5P4Ka inh 10, GLP1R inv ag -2% and EPAC1 antag 4%.
For COc1ccc(Nc2nc(NN)nc(Nc3ccc(OC)cc3)n2)cc1 the results were IL2 activator 0.0, EPAC1 ag 12%, PLK1 PBD inh 2%, PTHR1 ag -15%, HEK293 tox 5%, GLP-1R agonist -6%, PI5P4Ka inh 2, GLP1R inv ag 15% and EPAC1 antag -17%.
`O=C(O)C(Cc1c[nH]c2ccccc12)NS(=O)(=O)c1ccccc1` (stereo not given) gave IL2 activator -2.7, EPAC1 ag -13%, PLK1 PBD inh -4%, PTHR1 ag -8%, HEK293 tox 6%, GLP-1R agonist 2%, PI5P4Ka inh -5, GLP1R inv ag 25% and EPAC1 antag -3%.
For CC(=O)N(C)c1ccc(OCC(O)CN(c2ccccc2C)S(=O)(=O)c2ccc(C)cc2)cc1 (stereo not given) the results were IL2 activator -2.7, EPAC1 ag 1%, PLK1 PBD inh 5%, PTHR1 ag -17%, HEK293 tox 3%, GLP-1R agonist 1%, PI5P4Ka inh 6, GLP1R inv ag 5% and EPAC1 antag -7%.
`CCN(CC)Cc1cc(NC2=NS(=O)(=O)c3ccccc32)ccc1OC(=O)C(C)C` gave IL2 activator -0.8, EPAC1 ag -6%, PLK1 PBD inh -5%, PTHR1 ag -17%[57.5 µM], HEK293 tox -7%, GLP-1R agonist 5%, PI5P4Ka inh -2, GLP1R inv ag 0% and EPAC1 antag 16%.
Screening Cc1cnc(C(=O)OCC(=O)Nc2ccc(Cl)cn2)cn1 returned IL2 activator 0.1, EPAC1 ag 5%, PLK1 PBD inh -5%, PTHR1 ag inactive, HEK293 tox -10%, GLP-1R agonist 14%, PI5P4Ka inh -17, GLP1R inv ag 13% and EPAC1 antag -16%.
CCCNS(=O)(=O)c1ccc(OCC(=O)N2CCC(C(=O)OCC)CC2)cc1 was read as IL2 activator -0.4, EPAC1 ag 3%, PLK1 PBD inh 1%, PTHR1 ag inactive, HEK293 tox 1%, GLP-1R agonist -9%, PI5P4Ka inh -2, GLP1R inv ag 7% and EPAC1 antag 6%.
O=C(O)c1c(C(=O)N2N=C3/C(=C/c4ccccc4)CCCC3C2c2ccccc2)cccc1[N+](=O)[O-] (stereo not given) was read as IL2 activator -0.5, EPAC1 ag 9%, PLK1 PBD inh inconclusive, PTHR1 ag -4%, HEK293 tox 3%, GLP-1R agonist 1%, PI5P4Ka inh -8, GLP1R inv ag -19% and EPAC1 antag -14%.
Cc1cccc(N(C(=O)C(F)(F)F)C(C(=O)NC2CCCCC2)c2cccs2)c1 (stereo not given) was read as IL2 activator -1.4, EPAC1 ag -4%, PLK1 PBD inh -5%, PTHR1 ag inactive, HEK293 tox -8%, GLP-1R agonist -3%, GLP1R inv ag 0% and EPAC1 antag 8%.
`O=C(NCc1ccccc1Cl)c1cccc(NC2=NC3CS(=O)(=O)CC3S2)c1` (stereo not given) gave IL2 activator -1.8, EPAC1 ag -11%, PLK1 PBD inh -2%, PTHR1 ag inactive, HEK293 tox 1%, GLP-1R agonist -5%, PI5P4Ka inh 0, GLP1R inv ag 2% and EPAC1 antag 10%.
Screening Cc1ccc(SCc2cc(=O)[nH]c(N3CCOCC3)n2)cc1 returned IL2 activator 1.8, EPAC1 ag 5%, PLK1 PBD inh -5%, PTHR1 ag inactive, HEK293 tox 2%, GLP-1R agonist 4%, GLP1R inv ag 38%[activator] and EPAC1 antag 12%.
Screening O=C(CN1C(=O)NC2(CCCCCCC2)C1=O)NCc1ccccc1Cl returned IL2 activator -0.1, EPAC1 ag -17%, PLK1 PBD inh 1%, PTHR1 ag inactive, HEK293 tox -4%, GLP-1R agonist -2%, PI5P4Ka inh 8, GLP1R inv ag inconclusive and EPAC1 antag -2%.
For CCC(=O)Nc1ccc(/C=C(\C(C)=O)C(=O)c2ccccc2)cc1 the results were IL2 activator -6.2, EPAC1 ag 0%, PLK1 PBD inh -11%, PTHR1 ag -41%[inhibitor], HEK293 tox -44%, GLP-1R agonist 1%, PI5P4Ka inh 0, GLP1R inv ag inconclusive and EPAC1 antag -15%.
For CCc1ccc(C(=O)NCc2cccs2)s1 the results were IL2 activator -0.2, EPAC1 ag -3%, PLK1 PBD inh -8%, PTHR1 ag inactive, HEK293 tox -4%, GLP-1R agonist -6%, GLP1R inv ag 0% and EPAC1 antag 4%.
O=C(NCc1ccc(N2CCCC2=O)cc1)c1cc(COc2c(F)cccc2F)on1 was read as IL2 activator -3.2, EPAC1 ag -8%, PLK1 PBD inh 2%, PTHR1 ag -24%, HEK293 tox -1%, GLP-1R agonist 9%, PI5P4Ka inh -2, GLP1R inv ag 2% and EPAC1 antag 4%.

Some of the compounds tested; rates above refer to the full screens.
